LYPLA1 counter – counter-screen for PME1 inhibitors: inhibitors of human LYPLA1. O75608. 0.16% of 320,000 active. inhibition, % at 5.9 µM. recombinant LYPLA1, FP-Rh probe fluorescence polarization;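 active = inhibition above the mean of all tested compounds plus 3 SD, set per campaign, cut at about 14% in these data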;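 also: inhibitors block serine hydrolase probe labeling of LYPLA1 so polarization falls; 0% = enzyme with DMSO and 100% = wells lacking LYPLA1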
GSTO1 inh – counter-screen for RBBP9 inhibitors: inhibitors of human GSTO1; recombinant GSTO1, activity-based probe fluorescence polarization; inhibition, % at 5.96 µM; 1.1% of 300,000 active; P78417;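 active = inhibition above the campaign mean inhibition plus 3 SD, cut at about 35% in these data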;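 also: 0% = GSTO1-1 with DMSO and 100% = wells lacking GSTO1-1 enzyme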
pPAFAH inh – inhibitors of human plasma PAF acetylhydrolase (pPAFAH); recombinant pPAFAH, FP-rhodamine probe fluorescence polarization; inhibition, % at 3.39 µM; 1.5% of 330,000 active;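 active = inhibition above the mean inhibition across the screen plus 3 SD, cut at about 25% in these data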;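 also: inhibitors block binding of the rhodamine activity-based probe so polarization drops; 0% = enzyme with DMSO and 100% = wells lacking pPAFAH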
PME-1 inh – PME-1 (human) inhibition. inhibition, % at 5.9 µM. 0.53% of 320,000 active. recombinant PME-1, FP-Rh probe fluorescence polarization. Q9Y570;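 active = inhibition above the campaign mean of all compounds plus 3 SD, cut at about 26% in these data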;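 also: competitive labeling of PME-1 active site by serine hydrolase directed probe; 0% = PME-1 with DMSO and 100% = wells lacking PME-1 enzyme; inhibitors block probe labeling so polarization falls and inhibition rises; many of its hits are not listed in these tables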
Target sequence (Q9Y570 whole entry, looked up): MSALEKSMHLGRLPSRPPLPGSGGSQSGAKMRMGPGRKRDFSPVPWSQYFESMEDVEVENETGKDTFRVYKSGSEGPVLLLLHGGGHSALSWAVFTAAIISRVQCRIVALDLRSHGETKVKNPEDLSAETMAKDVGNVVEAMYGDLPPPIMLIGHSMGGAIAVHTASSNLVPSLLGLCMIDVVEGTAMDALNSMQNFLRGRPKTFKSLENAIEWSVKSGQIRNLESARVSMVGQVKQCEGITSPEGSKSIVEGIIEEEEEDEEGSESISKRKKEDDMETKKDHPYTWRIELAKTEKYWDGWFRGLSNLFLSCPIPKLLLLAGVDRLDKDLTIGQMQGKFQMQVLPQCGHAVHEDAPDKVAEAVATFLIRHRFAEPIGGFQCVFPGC
PREPL inhibitor – human PREPL enzyme inhibition | recombinant PREPL, fluorescence polarization activity-based probe | inhibition, % at 5.96 µM | 0.68% of 320,000 active; in the data active = inhibition above about 43%;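 also: 0% = enzyme with DMSO and 100% = wells lacking enzyme; many of its hits are not listed in these tables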
PAD4 inh – inhibitors of human PAD4; Q9UM07; recombinant PAD4, RCA probe fluorescence polarization; inhibition, % at 6.36 µM; 0.41% of 330,000 active;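 active = percent inhibition above a cutoff equal to the mean of all tested compounds plus 3 SD, cut at about 15% in these data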;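 also: 0% = PAD4 with RCA probe and DMSO and 100% = probe without PAD4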
PAFAH1B2 FP inh – inhibitors of human PAFAH1B2; 1.2% of 340,000 active; inhibition, % at 3.39 µM; recombinant PAFAH1B2, FP-rhodamine activity probe, fluorescence polarization; P68402;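 active = inhibition above the mean of all tested compounds plus 3 SD, cut at about 24% in these data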;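 also: 0% = enzyme with DMSO and 100% = wells lacking PAFAH1B2; many of its hits are not listed in these tables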
Target sequence (P68402 whole entry, looked up): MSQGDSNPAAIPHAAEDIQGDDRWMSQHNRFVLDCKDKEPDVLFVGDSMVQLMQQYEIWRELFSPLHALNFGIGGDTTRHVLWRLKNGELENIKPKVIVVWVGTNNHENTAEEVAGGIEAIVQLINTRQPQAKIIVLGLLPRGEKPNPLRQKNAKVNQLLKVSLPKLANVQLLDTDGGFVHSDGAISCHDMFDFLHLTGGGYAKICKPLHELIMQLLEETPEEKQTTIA
PAFAH1B3 FP inh – inhibitors of human PAFAH1B3. Q15102. recombinant PAFAH1B3, FP-rhodamine probe, fluorescence polarization. inhibition, % at 3.39 µM. 0.28% of 340,000 active;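 active = inhibition above the screen-wide average of all tested compounds plus 3 SD, cut at about 25% in these data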;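 also: 0% = enzyme with DMSO only and 100% = wells lacking PAFAH1B3 protein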
LYPLA2 counter – LYPLA2 (human) inhibition in PME1 counter-screen. AID 2177. 0.38% of 320,000 active. recombinant LYPLA2, FP-Rh probe fluorescence polarization. inhibition, % at 5.9 µM. O95372;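 active = inhibition above the screen-wide mean plus 3 SD, limit set per campaign, cut at about 26% in these data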;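 also: 0% = LYPLA2 with DMSO and 100% = wells lacking LYPLA2 enzyme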
Target sequence (O95372 whole entry, looked up): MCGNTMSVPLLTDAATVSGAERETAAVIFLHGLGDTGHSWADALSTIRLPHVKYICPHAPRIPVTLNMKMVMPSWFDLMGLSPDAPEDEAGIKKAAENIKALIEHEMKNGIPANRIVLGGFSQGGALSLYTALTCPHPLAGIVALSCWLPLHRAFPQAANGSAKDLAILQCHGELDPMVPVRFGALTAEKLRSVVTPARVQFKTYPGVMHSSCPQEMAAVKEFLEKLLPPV
An asterisk follows results filed as active; x = not tested or not shown. An excerpt, so the mix of outcomes need not match the whole.

SMILES	LYPLA1 counter	GSTO1 inh	pPAFAH inh	PME-1 inh	PREPL inhibitor	PAD4 inh	PAFAH1B2 FP inh	PAFAH1B3 FP inh	LYPLA2 counter
COc1ccc(NC(=O)CNS(=O)(=O)c2ccc(Cl)cc2)cc1	2.8	3.7	7.3	6.5	-19.9	-1.6	4.8	1.9	-5.9
CCOC(=O)CC1COc2ccccc2N1C(=O)c1cccc([N+](=O)[O-])c1 (centres undefined)	-7.4	-9.6	6.5	2.4	8.5	1.2	-2.6	-2.2	-2.9
CC(=O)N1N=C(c2ccc(C)cc2)CC1c1ccco1 (centres undefined)	-4.0	1.4	1.6	3.2	-10.8	-4.1	-4.3	2.1	-3.2
COc1ccc(C(=O)NCC(=O)NCC2COc3ccccc3O2)cc1 (centres undefined)	-1.2	-4.1	-3.0	-4.2	-1.1	0.4	2.6	0.4	-1.0
CC[N+](C)(CC)CCC/C(=N/O)C(O)(c1ccccc1)c1ccccc1	-1.2	-1.0	0.8	-1.6	26.3	0.7	x	x	-3.2
CCc1ccc(NC(=O)NCCN2CCN(c3ccc(OC)cc3)CC2)cc1	0.1	6.0	3.0	3.0	-2.4	0.8	5.2	1.4	5.7
Cn1c(SC2=CS(=O)(=O)c3ccccc32)nc2ccccc21	-2.7	-1.6	-8.8	-4.3	5.6	2.9	-3.2	1.2	-3.6
CNc1ccc(Oc2nc([N+](=O)[O-])nn2C)cc1	1.1	17.6	5.6	-0.4	11.2	-4.7	4.2	8.6	2.7
Cc1ccc(NC(=O)NNC(=O)c2ccc3c(c2)NC(=O)C(C)(C)O3)cc1	1.7	3.6	-2.0	1.8	13.2	0.6	10.0	-1.5	7.6
Cc1[nH]c(=O)[nH]c(=O)c1N1CCOCC1	-1.4	-1.0	-2.4	6.7	-0.7	-3.1	7.8	5.4	-1.3
Cc1nc2ccc(NC(=S)NC(C)C)cc2nc1C	-1.9	-3.0	1.4	-9.6	2.5	-4.0	1.4	8.0	-1.1
O=C(c1cccs1)N1CCc2c([nH]c3ccccc23)C1c1ccccn1 (centres undefined)	0.8	3.2	5.2	0.2	7.2	-1.8	0.4	-3.9	10.8
CCN(CC)S(=O)(=O)c1cc(NC(=O)NCCCl)ccc1C	-4.7	-12.8	-1.5	2.0	10.1	2.2	8.5	1.0	-5.1
CCC(C)Nc1nc2c(C)cccn2c(=O)c1C=Nc1ccc(OC)cc1 (centres undefined)	-1.4	6.2	5.2	1.3	1.3	-2.8	3.6	4.5	5.9
Oc1[nH]c2ccccc2c1N=Nc1c(F)c(F)c(Cl)c(F)c1F	-1.6	5.3	2.8	-7.5	-2.4	-3.6	2.5	-4.5	-0.2
Cc1nc2ccccn2c1C(=O)N/N=C/c1ccccc1[N+](=O)[O-]	1.1	1.1	-1.1	2.9	11.9	0.1	2.2	6.2	-3.7
Cc1ccc(NC(=O)CS(=O)CC(=O)N(c2ccc(C)cc2)C(C)C(=O)NC2CCCCC2)cc1 (centres undefined)	1.7	6.0	5.8	-0.6	36.1	-3.5	6.5	-2.0	2.6
Cc1ccc(-c2ccc(SCC(=O)NC3CCCCC3)nn2)cc1	0.5	2.6	1.3	2.8	35.5	1.0	-0.7	3.1	5.1
CC(C)(C)N1C(=O)[C@H]2[C@@H](c3ccc(Br)cc3)N3C(=O)N(c4cccc(F)c4)C(=O)[C@@]3(C)[C@H]2C1=O	0.7	3.3	1.2	1.2	6.3	-0.2	6.2	15.2	-3.8
CC(CCCC(C)(C)O)NCCO (centres undefined)	2.1	-5.2	0.1	2.8	13.7	1.0	2.7	10.2	-4.6
O=C(COC(=O)c1cccc(Br)c1)Nc1cccc2c1C(=O)c1ccccc1C2=O	-0.1	0.8	1.6	10.2	1.9	1.8	2.9	-3.4	1.4
CCOC(=O)c1ccc(N2CCCCC2)c(NS(=O)(=O)c2cccc(C(F)(F)F)c2)c1	3.3	3.6	11.0	-2.7	6.4	2.7	17.4	2.8	-0.1
O=C(CCN1CCOCC1)NNC(=O)Nc1cccc([N+](=O)[O-])c1	-4.9	1.7	-3.9	-1.5	2.9	0.1	-6.1	7.9	-4.5
CC(=O)CSc1nnc2c3ccccc3nc(C(C)(C)C)n12	1.3	6.9	3.0	5.7	16.4	-0.2	0.1	4.2	-4.1
C=CCNC(=S)Nc1sc2c(c1C#N)CCCC2	-3.1	-3.0	7.1	-4.6	8.0	-2.4	4.2	8.9	3.4
CCN(CC(=O)Nc1ccc(NC(C)=O)cc1)C(=O)CCN1C(=O)c2cccc([N+](=O)[O-])c2C1=O	2.9	-3.1	4.0	4.1	3.2	-7.2	-1.0	8.9	5.6
CC(C)N=C(NS(=O)(=O)c1cccs1)c1ccccc1	0.5	5.8	0.3	8.6	0.9	-1.6	3.2	12.2	4.3
CCCCc1ccc(NC(=O)CSc2nc3ncccc3[nH]2)cc1	-7.9	-9.9	-8.0	-9.8	-9.9	-4.7	2.5	9.3	-8.0
O=C(NC(=S)Nc1ccc2[nH]c(=O)[nH]c2c1)c1ccccc1F	-1.4	-12.7	-0.9	8.5	2.1	-1.5	7.6	3.3	3.9
CC(C)CC(=O)N1CCC(N2CCN(c3ccccc3)CC2)CC1	-0.8	-1.7	3.5	-5.0	-5.0	1.7	0.1	1.7	-5.6
O=C(O)CCn1c(O)c(C=C2N=c3ccccc3=N2)sc1=S	0.0	-10.0	18.6	3.5	5.9	-5.9	0.5	-0.6	-1.0
Cc1ccc(CCNC(=O)c2cc(S(=O)(=O)N3CCOCC3)cn2C)cc1	2.2	-0.8	0.3	0.1	-6.6	3.0	9.4	11.0	-0.2
CCN(c1ccccc1)S(=O)(=O)c1cc(C(=O)NCc2ccco2)ccc1C	-1.9	x	14.5	5.9	-3.4	-3.1	3.9	9.0	5.6
O=[n+]1c2c(n([O-])c3cc(Cl)ccc31)CCCC2	1.0	4.3	6.4	-1.9	2.9	-9.2	0.2	-3.9	-0.1
Nc1nc(C23CC4CC(CC(C4)C2)C3)[nH]c(=O)n1	-4.2	-1.4	-3.2	7.4	0.9	-1.9	10.4	7.0	3.9
CCNS(=O)(=O)c1ccc(CCC(=O)N2CCN(c3ccccc3F)CC2)cc1	-2.9	5.6	7.5	5.5	1.1	2.4	3.2	8.1	2.1
Cn1ccnc1C(=O)c1cc(SCC(=O)NC2CC2)nc2ccccc12	-1.6	-1.3	3.0	6.3	1.4	0.5	-4.5	10.9	-1.1
O=C1CC(c2cccs2)Sc2nc3ccccc3n21 (centres undefined)	0.7	4.6	3.7	-0.5	1.4	-5.9	1.7	0.8	4.7
CC(O)CSc1nc2c(c(=O)[nH]c(=O)n2C)n1CC(O)COc1ccccc1 (centres undefined)	-0.9	-1.3	4.6	8.0	5.9	-1.7	5.2	6.4	4.9
Cc1ccc2[nH]c(C)c(/C=N/Nc3nc4ccccc4s3)c2c1	0.4	-24.7	18.9	57.9*	21.3	2.3	5.7	16.4	-3.9

Overlap with the part before: three compounds; new compounds follow.
SMILES	LYPLA1 counter	GSTO1 inh	pPAFAH inh	PME-1 inh	PREPL inhibitor	PAD4 inh	PAFAH1B2 FP inh	PAFAH1B3 FP inh	LYPLA2 counter
O=C1CC(c2cccs2)Sc2nc3ccccc3n21 (centres undefined)	0.7	4.6	3.7	-0.5	1.4	-5.9	1.7	0.8	4.7
CC(O)CSc1nc2c(c(=O)[nH]c(=O)n2C)n1CC(O)COc1ccccc1 (centres undefined)	-0.9	-1.3	4.6	8.0	5.9	-1.7	5.2	6.4	4.9
Cc1ccc2[nH]c(C)c(/C=N/Nc3nc4ccccc4s3)c2c1	0.4	-24.7	18.9	57.9*	21.3	2.3	5.7	16.4	-3.9
O=C(N/N=C/c1ccc[nH]1)c1ccc(COc2cccc3cccnc23)cc1	-0.5	0.3	14.1	-1.6	14.3	-3.6	2.0	4.5	-1.2
Cc1cccc(C)c1OCc1cc(C(=O)NC2CCC(O)CC2)no1 (centres undefined)	-4.8	3.4	0.6	4.7	-2.5	-1.6	5.9	4.5	-10.7
CNC(=S)N/N=C/c1c(C(=O)OC)cnn1-c1ccc(F)cc1F	-2.3	9.6	-10.2	1.0	8.4	-1.7	1.0	6.9	-4.6
O=C(CSc1nc2[nH]ncc2c(=O)[nH]1)NCc1ccccc1	-3.0	0.7	0.8	-3.8	-0.8	2.3	0.7	0.5	-8.4
COc1ccc(CN2Cc3cccc4c3[C@@H](CC2=O)[C@H](O)[C@H](O)C4)cc1	2.2	x	5.2	1.3	11.2	4.8	6.7	5.4	10.9
COC(=O)c1nn(-c2ccccc2)c(=O)cc1Sc1ccc(Cl)cc1	-0.2	-7.2	2.2	-0.7	3.3	-4.7	5.5	8.3	-0.5
O=C1CSC(=S)N1c1ccc(F)c(Cl)c1	-9.3	5.0	-1.8	-20.5	-8.7	-31.6	-5.4	-10.6	-10.7
Brc1ccc(-n2c(SCc3nc4ccccc4[nH]3)nnc2-c2ccncc2)cc1	-0.9	0.6	1.0	7.7	3.8	-2.5	-3.1	5.7	5.6
COC(=O)c1c[nH]n2c(=O)cc(C)nc12	1.9	1.7	-2.8	0.6	7.7	2.1	0.5	11.2	0.6
O=C(NS(=O)(=O)N1CCCC1)C1=C(N2CCCC2)COC1=O	2.0	x	0.9	-2.1	0.9	-4.1	4.3	2.7	-3.5
COC(CNC(=O)C1CCCCC1C(=O)O)OC (centres undefined)	-0.6	4.7	-0.8	-0.3	11.4	1.1	7.0	5.2	4.7
Cc1cc(-n2c(C)cc(C(=O)COc3ccccc3[N+](=O)[O-])c2C)no1	-0.1	10.6	9.0	-1.4	4.5	-2.6	2.9	4.9	5.6
COc1ccc(NC(=O)N(C)C[C@H]2Oc3ccc(NC(=O)CCN4CCOCC4)cc3C(=O)N([C@@H](C)CO)C[C@H]2C)cc1	x	x	3.2	x	7.0	4.2	8.9	3.1	x
O=C(NCCN1CCN(Cc2ccccc2)CC1)Nc1cc(Cl)cc(Cl)c1	-5.1	-7.3	1.3	-7.2	-69.0	3.9	4.0	-1.1	-7.2
CCCCN(CC)S(=O)(=O)c1c(C)[nH]c(=O)[nH]c1=O	3.0	1.6	4.4	1.2	-1.5	-3.3	8.7	3.4	4.3
CCOC(=O)c1ccc(NC(=O)c2nc[nH]c2C(=O)N[C@H](C)c2ccccc2)cc1	-40.1	1.2	-10.6	-40.5	-1.1	0.6	-12.1	-6.5	-58.0
COc1ccc2cc(C(=O)C3CCCN(C(=O)Cc4c(C)noc4C)C3)ccc2c1 (centres undefined)	-3.3	7.5	2.5	-0.9	15.8	0.7	0.6	2.6	2.6
CCn1c(=O)c2cc(C(=O)N(C)c3ccc(OC)cc3OC)sc2c2ccccc21	-3.7	-10.6	7.6	1.0	-3.8	-1.0	-2.1	4.3	-4.4
O=[N+]([O-])c1ncccc1Oc1nc(-c2cccnc2)nc2ccccc12	0.3	-19.3	7.2	-5.7	-1.8	5.3	-1.2	-6.5	-0.4
O=c1c2ccccc2ncn1CCCCOc1ccc(Br)cc1	3.5	-0.8	-2.8	1.1	-1.9	1.0	14.0	5.3	1.0
COc1ccc(C(=O)Nc2cccc(S(=O)(=O)N3CCCC3)c2)cc1S(=O)(=O)N1CCOCC1	x	x	-3.3	x	23.5	1.0	4.1	0.1	x
CC(=O)Nc1nc(=O)c2ccccc2s1	1.0	5.1	6.9	2.4	2.2	4.5	10.6	4.7	0.8
Cc1cc(=O)n(CC(C)C)c(O)c1C#N	0.1	11.4	4.3	-1.1	0.9	-11.2	8.6	3.2	1.7
